# 14-3-3 PPI: alters human 14-3-3 gamma binding to Raf peptide; P61981; FP, 14-3-3gamma / TMR-pS259-Raf peptide binding; inhibition, % at 40 µM; actives 0.19% (n = 160,000); in the data active = inhibition above about 30%;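 note: 0% = protein plus tracer without compound and 100% = blank with tracer alone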
# Target sequence (P61981 whole entry, looked up): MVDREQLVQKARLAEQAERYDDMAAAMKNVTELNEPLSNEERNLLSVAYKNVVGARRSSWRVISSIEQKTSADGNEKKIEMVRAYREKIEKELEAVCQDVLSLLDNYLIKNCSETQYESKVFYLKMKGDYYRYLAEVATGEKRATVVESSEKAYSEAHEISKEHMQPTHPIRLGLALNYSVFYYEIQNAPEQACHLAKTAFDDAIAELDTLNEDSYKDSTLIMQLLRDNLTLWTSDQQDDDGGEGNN
# The depositor's hits bear a star; & = joins results of further samples. Only part of the results is shown (hit frequency here may not be typical).
SMILES | 14-3-3 PPI
CC1CCCC(NS(=O)(=O)c2cc(C(=O)Nc3cccc(Cl)c3)ccc2F)C1C (stereo unspecified) | -16.8
O=C(c1nn2c(C(F)(F)F)cc(-c3ccc(Br)cc3)nc2c1Br)N1CCCC1 | 1.4
COc1ccc(C2CC(=O)C3=C(C2)Nc2ccccc2N(C(=O)CCC(=O)O)C3c2ccc(F)cc2)cc1OC (stereo unspecified) | -1.0
COc1ccc2oc(C(=O)C3CC3)c(N)c2c1 | -1.3
CCc1ccc(N2CC(C(=O)O)CC2=O)cc1 (stereo unspecified) | 6.4
CCOC(=O)CC1=CC(=O)Nc2ccccc2N1 | 1.3
CC(C)COC(=O)n1ccc(C(=O)N2CCCCC2)n1 | -1.5
COC(=O)C(C)N(C#N)c1nc(C)cc(C)n1 (stereo unspecified) | -5.2
N#Cc1nc(-c2ccco2)oc1N1CCOCC1 | 1.4
Cc1ccccc1NC(=O)c1cnn(-c2ccccc2)c1NC(=O)c1cccc(F)c1 | -4.6
Cc1ccc(C(=O)Nc2c3c(nn2-c2cccc(C)c2C)CS(=O)(=O)C3)cc1C | -6.0
CC(=O)c1ccc2c3c(ccc(O)c13)CC2 | -4.9&-12.7
COc1cc(C2Nc3ccc([N+](=O)[O-])cc3C3C=CCC32)cc(Br)c1OC (stereo unspecified) | -6.9
COc1cc(C2CC(=O)C3=C(C2)Nc2ccccc2NC3c2ccc(O)cc2)cc(OC)c1OC (stereo unspecified) | -1.7
O=S(=O)(c1ccc(Cl)cc1)N1CCN(C2CCCCCC2)CC1 | 6.3
O=C(OC1CCOC1=O)c1ccc2ccccc2n1 (stereo unspecified) | -14.8
Cc1cccc(Nc2nc3ccccc3nc2NS(=O)(=O)c2ccccc2)c1C | 2.8
O=C1OC(N2CCN(Cc3ccc4c(c3)OCO4)CC2)c2ccccc21 (stereo unspecified) | 7.0
CCS(=O)(=O)N1CCC(NC(C)=O)(c2ccccc2)CC1 | -5.5
Cc1nonc1NC(=O)N1CCCC1 | -6.9&1.2
Cc1cccc(NC(=O)c2oc3ccc(S(=O)(=O)N4CCOCC4)cc3c2C)c1C | -3.0&0.0
O=C(CCC1Nc2c3ccccc3nc(=S)n2C1=O)NCCC1=CCCCC1 (stereo unspecified) | 2.3
O=C(C1CCC(Cn2c(=S)[nH]c3ccsc3c2=O)CC1)N1CCN(c2ccccc2)CC1 (stereo unspecified) | 5.6
Cc1cccc(C(=O)N2N=C(C3CCCCC3)CC2(O)C(F)(F)F)c1O (stereo unspecified) | 5.2
CCOc1cc(C2C3=C(CCCC3=O)NC3=C2C(=O)CCC3)ccc1OCc1ccccc1Cl | 3.6

# The closing 2 compounds of the section before open the next one.
SMILES | 14-3-3 PPI
Cc1cccc(C(=O)N2N=C(C3CCCCC3)CC2(O)C(F)(F)F)c1O (stereo unspecified) | 5.2
CCOc1cc(C2C3=C(CCCC3=O)NC3=C2C(=O)CCC3)ccc1OCc1ccccc1Cl | 3.6
COc1ccc(OC)c(C(c2nnnn2CCC(C)C)N2CCN(C(=O)c3ccco3)CC2)c1 (stereo unspecified) | 0.2
CCCn1c(=NC(=O)c2ccc3ccccc3c2)c(C(=O)OCC)cc2c(=O)n3ccccc3nc21 | -4.3
O=C(CSc1nnc(C23CC4CC(CC(C4)C2)C3)o1)Nc1ccc(N2CCOCC2)c(Cl)c1 | -4.4
CCC(C)C(NS(=O)(=O)c1ccc(F)cc1)C(=O)O (stereo unspecified) | 9.4
COc1ccccc1N=c1scc(-c2ccc(S(=O)(=O)N3CCOCC3)cc2)n1C | -5.4
COc1cccc(OC(=O)CSc2nnc(-c3ccccc3Br)o2)c1 | -2.7
O=C(Nc1ccc(-c2nc3cc(NC(=O)c4ccccc4[N+](=O)[O-])ccc3o2)cc1)c1ccccc1[N+](=O)[O-] | -1.4
COc1cc(C)nc(N2CCC(C(N)=O)CC2)n1 | -1.9
CCCc1cc(=O)[nH]c(SCC(=O)Nc2nccs2)n1 | -14.3
COc1cccc(-n2c(=O)c3c(C)c(C)sc3n(CC(=O)c3ccccc3)c2=O)c1 | -34.2
CCC(CC)C(=O)Nc1nnc(-c2cccs2)s1 | 3.6
CN(C)c1ccc(C(=O)OCC(=O)Nc2ccc(S(N)(=O)=O)cc2)cc1 | -0.3
O=C(CSc1nc2sc3c(c2c(=O)[nH]1)CCCC3)NCCCN1CCOCC1 | -1.1
CC(=O)c1ccc(OC(C)C)c(CN2CCCCC2)c1 | -7.3
CC(C)(O)C12CC3CC(CC(C3)C1)C2 | 2.7
CN1CCN(C(=O)C(Cc2ccccc2)NS(=O)(=O)c2ccc3c(c2)CCC(=O)N3)CC1 (stereo unspecified) | -0.8
Cn1c(=O)c2c(nc(N3CCOCC3)n2Cc2ccccc2)n(C)c1=O | 2.5
O=C1C2C3c4ccccc4C(c4ccccc43)C2C(=O)N1c1ccncc1 (stereo unspecified) | 10.3
CC(=O)Nc1ccc(S(=O)(=O)NCc2cccnc2)cc1 | 0.0
COc1ccc(-c2cc(C(=O)N3CCN(C(c4ccccc4)c4ccccc4)CC3)no2)cc1OC | -3.1
O=C(CS(=O)(=O)c1cccc2nsnc12)Nc1cccc(F)c1 | 6.1
CC(=O)Nc1cccc(NC(=O)c2c(-c3c(Cl)cccc3Cl)noc2C)c1 | -6.1
CCN1C(=O)NC(c2ccc(Cl)cc2)C(C(=O)OC2CCCCC2)=C1C (stereo unspecified) | -1.1
CC(C)CCNC(=O)C1CCCN(S(=O)(=O)c2cccc3nsnc23)C1 (stereo unspecified) | 5.9
COCc1nnc(NC(=O)c2cccc(Cl)c2)s1 | -3.9
CC1(C)CC(=O)C(CCCN2C(=O)c3ccccc3C2=O)C(=O)C1 | -3.6
CN(CCOC(=O)c1ccc2c(c1)OCCO2)C(C)(C)C | -5.6
CCCc1nnc(NC(=O)CCC(=O)N2CCCCCC2)s1 | -1.4
CN=C(Nc1cc(C)nn1-c1ccccc1)c1ccc(F)cc1 | 3.0
COc1ccc(NC(=O)c2cccnc2Cl)c(OC)c1 | -23.5
O=C(Cn1cc2c(n1)CCCCC2)NC1CCCCCC1 | -2.9
FC(F)(F)c1ccc(N2CCOCC2)c(NC2=NCCCCC2)c1 | 1.1
CCOC(=O)c1sc2nc(CC(=O)OC)nc(Nc3cccc(OC)c3)c2c1C | 0.5
Cc1ccc2nc(-c3ccc(NS(=O)(=O)c4ccc([N+](=O)[O-])cc4)cc3)sc2c1 | 0.1
Cc1cccn2c(=O)c3cc(C(=O)NCC4CCCO4)n(C)c3nc12 (stereo unspecified) | -1.2
O=C(NC1CCCCC1)c1cc(-c2cccnc2)nc2ccc(S(=O)(=O)N3CCCCCC3)cc12 | 1.4
COc1cccc(C(=O)Nc2ccc(NC(=O)c3cccs3)cc2)c1 | -2.9
COc1ccc(N2CCN(C(c3nnnn3CCc3ccccc3)C(C)C)CC2)cc1 (stereo unspecified) | 1.7
CC1=C(C(=O)OC2CCCC2)C(c2cccc(I)c2)C2=C(CC(C)(C)CC2=O)N1 (stereo unspecified) | -3.0
CCn1cc(C(=O)NCCCN2CCN(C)CC2)c2cc(OC)c(OC)cc2c1=O | -5.2
Cc1sc2nc(SCC(=O)N3CCN(CCO)CC3)n(-c3ccccc3)c(=O)c2c1C | -3.5
COC(=O)C1=CN(Cc2ccc(Cl)cc2)C=C(C(=O)OC)C1c1cccs1 | -3.1
O=C(Nc1nc2ccc(F)cc2s1)c1cccc(Oc2ccccc2)c1 | -4.2
COC(=O)c1sc(Nc2ccccc2)nc1C | 5.4
Cc1ccc(NC(=O)c2cccc(NC(=O)c3ccccc3C(=O)O)c2)cc1C | -5.5
Nc1ccc2[nH]c(=O)[nH]c2c1 | -15.9
C=CCOC(=O)C1=C(C)NC2=C(C(=O)CCC2)C1c1cccc(OC)c1 (stereo unspecified) | -5.5
CCOc1ccc(C(=O)Nc2cc(OC)ccc2OC)cc1 | -9.4
CC(CCc1ccccc1)NC(=O)c1ccc(CNc2nc(=S)[nH]c3ccccc23)cc1 (stereo unspecified) | 0.6
COc1ccc(N2CC(C(=O)NC3CC(C)(C)NC(C)(C)C3)CC2=O)cc1 (stereo unspecified) | 1.2

# Part of the list above, set out differently.
14-3-3 PPI | smiles
-6.1 | CC(=O)Nc1cccc(NC(=O)c2c(-c3c(Cl)cccc3Cl)noc2C)c1
-5.5 | Cc1ccc(NC(=O)c2cccc(NC(=O)c3ccccc3C(=O)O)c2)cc1C

# (more compounds)
SMILES | 14-3-3 PPI
CC(C(=O)N1c2ccccc2Sc2ccccc21)n1nnc(-c2cccs2)n1 (stereo unspecified) | -0.2
O=S(=O)(c1ccc(F)cc1)N(CCCN1CCOCC1)Cc1cccs1 | 11.0
CC(=O)c1ccc(NC2CC(O)C(O)CO2)cc1 (stereo unspecified) | 1.3
O=C(CN1CCN(Cc2ccccc2F)C1=O)N1CCOCC1 | 8.5
O=C(CCS(=O)(=O)c1cccs1)N1CCN(Cc2ccccc2)CC1 | -4.7
CC(=O)Nc1ccc(S(=O)(=O)N2CCN(c3ccc(C)c(Cl)c3)CC2)cc1 | -5.9
CCOc1cc2c(cc1OCC)C(c1ccc(OC)c(O)c1)NCC2 (stereo unspecified) | -2.9
CC1=C(C(=O)OCc2ccccc2)C(c2ccc(C(F)(F)F)cc2)C2=C(CCCC2=O)N1 (stereo unspecified) | 3.2
CN(CCO)c1ncnc2nc[nH]c12 | -1.6
COc1ccc(N(C)S(=O)(=O)c2ccc3c(c2)CC(C)N3C(C)=O)c(OC)c1 (stereo unspecified) | -1.4
CNS(=O)(=O)c1cccc(C(=O)OCC(=O)c2cc(C)n(-c3ccc4c(c3)OCO4)c2C)c1 | -10.4
Cc1ccc2cc(CNC(C)C)c(=O)[nH]c2c1 | -16.3
CCCCC1CCC(C(=O)Oc2ccc(NC(C)=O)cc2)CC1 (stereo unspecified) | -9.8
CC12CC(NC(=O)N1c1ccccc1F)c1cc(Br)ccc1O2 (stereo unspecified) | -7.3
CC(Oc1ccc(Cl)cc1Cl)c1nc(-c2ccc(NC(=O)c3cccnc3)cc2)no1 (stereo unspecified) | -3.8
O=C(NCc1cccnc1)C(C(=O)c1ccc(F)cc1)n1ccccc1=O (stereo unspecified) | -6.9
COc1ccc2cc(S(=O)(=O)n3nc(C)cc3C)ccc2c1 | -7.6
Cc1ccc(NC(=O)c2c(C)nc3sc(C(=O)NCc4ccccc4)c(N)c3c2-c2cccnc2)c(C)c1 | -12.5
Cc1ccc2[nH]c(=O)c(CN(CCO)Cc3nnnn3CCc3ccccc3)cc2c1 | -9.3
CN1CCCC(C(=O)C(C#N)c2ccccc2)C1 (stereo unspecified) | -4.9
Brc1ccc(-c2nc(C3CCCCC3)no2)cc1 | 1.6
CCOC(=O)c1cnn2c(C(F)(F)F)c3c(nc12)-c1ccccc1CC3 | 4.7
CN(c1ccccc1)c1nc(N2CCCC2)nc(-n2ccnc2)n1 | 4.2
COC(=O)C1C(=O)C2=C(CC1C)NC(C)=C(C(=O)OC1CCCCC1)C2c1ccccc1OC (stereo unspecified) | -8.6
COc1ccc(-n2nc3c(c2NC(=O)C(C)(C)C)CSC3)cc1 | -6.7

# The final 2 entries of the section above are carried over, then new ones follow:
SMILES | 14-3-3 PPI
COC(=O)C1C(=O)C2=C(CC1C)NC(C)=C(C(=O)OC1CCCCC1)C2c1ccccc1OC (stereo unspecified) | -8.6
COc1ccc(-n2nc3c(c2NC(=O)C(C)(C)C)CSC3)cc1 | -6.7
c1ccc(CNC2=NCCC2)nc1 | -4.5
O=C(c1ccc(Cn2c(=O)[nH]c3ccccc3c2=O)cc1)N(Cc1ccccc1)Cc1ccccc1 | -2.4
CC1CCCC(NC(=O)c2ccc3c(c2)NC(=O)C(N2CCOCC2)S3)C1C (stereo unspecified) | -9.2
CCOC(=O)c1c(-c2ccccc2)oc2ccc(N(C(C)=O)S(=O)(=O)c3ccc(CC)cc3)cc12 | -7.7
COC(=O)c1cnn2c(C)c(Cc3cc(C)ccc3C)c(C)nc12 | -5.0
Cn1c(Cn2c(=O)sc3ccccc32)nnc1SCC(=O)NC1CCCCC1 | 1.9
Cn1nnc2cc(C(=O)N3CCN(c4ccccc4)CC3)ccc21 | 11.0
CCOc1cc2[nH]c(=S)n(CC3CCCO3)c(=O)c2cc1OCC (stereo unspecified) | -10.1&-10.8
COC(=O)C1=C(N)N(c2ccccc2)C2=C(C(=O)CC(C)(C)C2)C1c1ccc(OC)cc1 (stereo unspecified) | 7.4
C(#Cc1ccc(C=Nc2ccccn2)cc1)c1ccccc1 | -11.1
Clc1ccc2c(c1)C1CC(c3cccs3)=NN1C1(CCCCC1)O2 (stereo unspecified) | -36.7
COC(=O)C1C(=O)C2=C(CC1C)NC(C)=C(C(=O)OC1CCCC1)C2c1ccc(OC)cc1 (stereo unspecified) | -7.1
Cc1cc(Cl)ccc1OCC(=O)Nc1ccc(S(=O)(=O)N2CCCC2)cc1 | 2.8
NC(=O)NC(CC(=O)OCC(=O)NC(=O)NCc1ccco1)c1ccc(Cl)cc1 (stereo unspecified) | 2.2
CC12CCC(C(=O)N(c3ccccc3Cl)C1=O)C2(C)C (stereo unspecified) | 0.6
COc1ccc(C)cc1NC(=O)c1ccc(NS(=O)(=O)c2c(C)noc2C)cc1 | -24.5
COc1ccc(C2C(C(=O)Nc3ccccc3F)c3ccccc3C(=O)N2C)cc1 (stereo unspecified) | -6.1
CC1(C)CC(=O)c2cc(OCC(=O)N3CCCC3)ccc2O1 | 4.5
CC(C)OC(=O)c1ccc(NC(=O)Cn2nnc(-c3ccccc3Cl)n2)cc1 | -5.1
CCOc1[nH]c(/N=C/c2ccco2)c(C#N)c1C#N | -20.6
COc1ccc(/C(O)=C2\C(=O)C(=O)N(CCN3CCOCC3)C2c2ccc(C(C)(C)C)cc2)cc1 (stereo unspecified) | -9.9
Cc1cc(C(=O)CN2C(=O)NC(C)(c3cccc(Br)c3)C2=O)c(C)n1Cc1ccco1 (stereo unspecified) | -14.9
S=C(Nc1ccccn1)c1ccccn1 | -21.6&-8.6
CCOC(=O)C1=C(N)N(c2ccc(F)cc2)C2=C(C(=O)CC(C)(C)C2)C1c1ccc(OC)c(OC)c1 (stereo unspecified) | 2.4
O=C(Nc1ccc(Cl)cc1)C1CCCN(S(=O)(=O)c2ccc(Br)s2)C1 (stereo unspecified) | -69.0
